# VEEV TC-83 Vero: inhibitors of VEEV TC-83 cytopathic effect, confirmation, Vero cells (AID 588727); Vero cells, VEEV TC-83 cytopathic effect inhibition; higher % means a stronger effect; inhibition, % at 20 µM, or IC50 in µM where a hit was titrated; 350,000 tested, 0.13% active; in the data active = a potency from the dose series; inconclusive = inhibition mostly from about 14% at the one dose, without a potency; inactive = the rest, 99 in 100 with inhibition below about 12%; also: strong numbers were not always called active
# tuberculosis growth: growth inhibition of non-replicating M. tuberculosis (AID 488890); Mycobacterium tuberculosis non-replicating, growth inhibition; higher % means a stronger effect; inhibition, % at 25 µM, or IC50 in µM where a hit was titrated; 320,000 tested, 0.39% active; in the data active = a potency from the dose series; inconclusive = inhibition mostly from about 82% at the one dose, without a potency; inactive = the rest, 99 in 100 with inhibition below about 76%;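 also: plate controls were DMSO cells for no effect and high antibiotic wells for full effect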
# Salmonella PhoP GFP: Inhibition of PhoP regulon, Salmonella typhi GFP reporter cells, confirmation, 4 h (AID 1850); Salmonella Typhi PhoP-promoter GFP reporter, fluorescence, 4 h; higher % means a stronger effect; 310,000 tested, 0.33% active; one-dose inhibition, % at 50 µM; IC50 in µM for titrated hits; in the data active = a potency from the dose series; inconclusive = inhibition mostly from about 25% at the one dose, without a potency; inactive = the rest, 99 in 100 with inhibition below about 19%;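 also: 0% = induced wells with vehicle and 100% = uninduced wells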
# influenza NS1A: NS1A inhibition, H1N1 influenza, cell based functional assay (AID 504329). NS1A functional cell-based assay, percent inhibition; higher % means a stronger effect. 340,000 tested, 0.3% active. one-dose inhibition, % at 12.5 µM; IC50 in µM for titrated hits; in the data active = a potency from the dose series; inconclusive = inhibition above about 27% without an active follow-up result; also: strong numbers were not always called active
# M. tuberculosis HTS: M. tuberculosis growth inhibition, HTS (AID 449762). M. tuberculosis H37Rv growth inhibition, 7H9 media; higher % means a stronger effect. inhibition, % at 25 µM; hits with a dose series show IC50 in µM. 330,000 tested, 0.59% active; in the data active = a potency from the dose series; inconclusive = inhibition above about 70% without an active follow-up result;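 also: bacterial growth assessed after seven days of incubation; strong numbers were not always called active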
# VEEV TC-83 Vero 10K pilot screen: recorded beside VEEV TC-83 Vero, whose call it bears; inhibition, %; measured here: 10K pilot screen inhibition
# Starred values were filed as active, the others as inactive; i = inactive; u = inconclusive; x = not tested or not shown. Not a hit list (roughly 1.5% active in at least one column).
# Start of the listing, in advance:
SMILES,VEEV TC-83 Vero,tuberculosis growth,Salmonella PhoP GFP,influenza NS1A,M. tuberculosis HTS,others
COCCN(CCOC)c1nc(N)c2c(N)nc3c(c2c1C#N)CC(=O)N3Cc1ccc(Cl)cc1,1.1%,-7%,0%,3%,9%,
c1ccc2c(c1)ccc1nnc(SCc3ccc4c(c3)OCO4)n12,0.3%,7%,0%,0%,-6%,
O=[N+]([O-])c1ccc(Oc2ncccn2)cc1,0.5%,7%,-25%,x,14%,

# Main list (from the top)
SMILES,VEEV TC-83 Vero,tuberculosis growth,Salmonella PhoP GFP,influenza NS1A,M. tuberculosis HTS,others
COCCN(CCOC)c1nc(N)c2c(N)nc3c(c2c1C#N)CC(=O)N3Cc1ccc(Cl)cc1,1.1%,-7%,0%,3%,9%,
c1ccc2c(c1)ccc1nnc(SCc3ccc4c(c3)OCO4)n12,0.3%,7%,0%,0%,-6%,
O=[N+]([O-])c1ccc(Oc2ncccn2)cc1,0.5%,7%,-25%,x,14%,
CNC(=O)C(NC(=O)c1ccccc1)=C(C)C,1.8%,-11%,6%,0%,-16%,
CN(CC(=O)NCCc1ccc(S(N)(=O)=O)cc1)CC(=O)Nc1ccc(F)c(F)c1F,0.6%,-3%,x,-13%,5%,
Cc1cc(C)nc(N/N=C/c2ccc(Cl)cc2)n1,1.2%,15%,2%,-5%,6%,
NC(=O)C1CCN(C(=O)c2ccc(NS(=O)(=O)c3ccc(Br)s3)cc2)CC1,2.1%,x,x,8%,x,
CCOC(=O)c1ccc(NC(=O)N2CCN(S(C)(=O)=O)CC2)cc1,3.4%,8%,12%,5%,0%,VEEV TC-83 Vero 10K pilot screen=0.8
Cc1ccc(CN2CCN(c3ccccc3Cl)CC2)o1,i,x,3%,-5%,-9%,
CC(NS(=O)(=O)c1ccc(F)cc1)C(=O)NCc1ccncc1 (stereo not drawn),1.2%,-7%,-6%,-1%,3%,
O=P(O)(O)c1ccccc1OCCOCCOc1ccccc1P(=O)(O)O,2.4%,-18%,-5%,-3%,2%,
C/C=C/C=C/[C@H]1Cc2cc(O)cc(O)c2O1,x,2%,6%,x,-4%,
Clc1ccc(OCc2nc(-c3ccncc3)no2)c(Cl)c1,6.5%,40%,2%,-12%,22%,
COc1ccc(NC(=O)CN2C(=O)CSC2=O)cc1,0.6%,5%,-7%,-10%,-12%,
COc1ccccc1NC(=O)c1ccc2snnc2c1,2.9%,35%,-6%,-8%,3%,
CCCOc1ccc(C2CC(=O)Nc3cc(OC)c(OC)cc32)cc1 (stereo not drawn),0.7%,17%,5%,8%,-3%,
CCN(CC)C(=O)CSc1nnc(-c2ccc(S(=O)(=O)NCc3ccccc3Cl)cc2)o1,3.9%,-7%,2%,-15%,5%,
O=c1cc(CO)oc(C(Nc2ccccn2)c2ccccc2Cl)c1O (stereo not drawn),0.3%,2%,3%,4%,-4%,
CC1CN(C(=O)CN2C(=O)NC3(CCCCCC3)C2=O)CC(C)O1 (stereo not drawn),i,4%,10%,4%,-5%,
CCOc1ccc(C2C(C#N)=C(N)Oc3nc[nH]c(=O)c32)cc1 (stereo not drawn),1.2%,-7%,21%,5%,-1%,
CCOC(=O)C1=C(N)Oc2c(c(=O)oc3ccccc23)C12C(=O)N(C)c1ccccc12 (stereo not drawn),1.4%,x,0%,-15%,-8%,
COc1ccc(C2NCCc3c2[nH]c2ccccc32)cc1CSc1nc2ccccc2s1 (stereo not drawn),i,u,-3%,20%,u,
COc1ccccc1-n1cnnc1SCC(=O)Nc1cc(C)on1,0.7%,5%,-4%,-9%,-1%,
COc1ccc(C2c3ccc(O)cc3Oc3ncn(CCCO)c(=N)c32)cc1 (stereo not drawn),i,8%,11%,15%,2%,
CN1CCC(N(C)S(=O)(=O)c2ccc(NC(=O)COc3ccc(F)cc3Cl)cc2)CC1,5.1%,27%,2%,-6%,-1%,

# 4 compounds already listed, ordered by molecular weight, descending:
SMILES,VEEV TC-83 Vero,tuberculosis growth,Salmonella PhoP GFP,influenza NS1A,M. tuberculosis HTS,others
CCOC(=O)c1ccc(NC(=O)N2CCN(S(C)(=O)=O)CC2)cc1,3.4%,8%,12%,5%,0%,VEEV TC-83 Vero 10K pilot screen=0.8
CCCOc1ccc(C2CC(=O)Nc3cc(OC)c(OC)cc32)cc1 (stereo not drawn),0.7%,17%,5%,8%,-3%,
Cc1ccc(CN2CCN(c3ccccc3Cl)CC2)o1,i,x,3%,-5%,-9%,
CNC(=O)C(NC(=O)c1ccccc1)=C(C)C,1.8%,-11%,6%,0%,-16%,

# Returning to the listing, starting 2 compounds before the break.
SMILES,VEEV TC-83 Vero,tuberculosis growth,Salmonella PhoP GFP,influenza NS1A,M. tuberculosis HTS,others
COc1ccc(C2c3ccc(O)cc3Oc3ncn(CCCO)c(=N)c32)cc1 (stereo not drawn),i,8%,11%,15%,2%,
CN1CCC(N(C)S(=O)(=O)c2ccc(NC(=O)COc3ccc(F)cc3Cl)cc2)CC1,5.1%,27%,2%,-6%,-1%,
COc1ccccc1NC(=O)NCc1ccccc1F,0.1%,-12%,-11%,0%,10%,
CC(=O)CCN1C(=O)NC2(CCCc3ccccc32)C1=O (stereo not drawn),1.0%,-6%,-8%,-7%,-12%,
CC(C)(C)C(=O)Nc1nc(-c2ccccc2)ns1,i,24%,-11%,-7%,8%,
CCOC(=O)c1c2c3c(cccc3n(C)c1=O)C(=O)c1ccccc1-2,5.5%,31%,-6%,5%,7%,
COc1ccccc1CC(=O)NCCc1ccccc1,0.9%,34%,-4%,1%,-4%,
COc1ccc(Cc2nnc(NC(=O)c3ccccc3)s2)cc1OC,0.3%,12%,-2%,-4%,3%,
Cc1ccc(Cn2c(=O)c3cccnc3n(CC(=O)Nc3cccc(C(F)(F)F)c3)c2=O)cc1,0.9%,-6%,5%,19%,-5%,
CCN(C(=O)COC(=O)c1c2c(nc3ccccc13)/C(=C/c1ccccc1)CC(C)C2)C1CCS(=O)(=O)C1 (stereo not drawn),5.3%,45%,3%,-7%,u,
Cc1cc(NC(=O)NC(=O)c2ccccc2NC(=O)CN)ccc1Oc1ncc(Br)cn1,1.6%,x,x,-2%,x,
O=C1c2ccccc2NC(c2ccc(-c3cccc(F)c3)o2)N1O (stereo not drawn),0.4%,12%,x,-22%,-4%,
Cc1ccc(-c2nnn(CC(=O)N(Cc3cccs3)C(C(=O)NCC3CCCO3)c3ccco3)n2)o1 (stereo not drawn),i,-10%,-5%,6%,4%,VEEV TC-83 Vero 10K pilot screen=0.8
COc1ccccc1NC(=O)c1ccc(Br)c(S(=O)(=O)N2CCCC2)c1,8.5%,41%,-1%,8%,-5%,
O=C1CSC(=S)N1/N=C/c1ccc(C(F)(F)F)cc1,2.4%,-8%,1%,-10%,0%,
COc1ccc(N=Cc2sc(O)c3ccccc23)cc1,10%,26%,-11%,-8%,u,
CCN(Cc1ccccc1)C(=O)C1CCN(S(=O)(=O)c2ccc3c(c2)OCCO3)CC1,5.9%,16%,-2%,-4%,-5%,
Cc1ccc(NC(=O)COC(=O)[C@H](C)NC(N)=O)c(C)c1,0.3%,12%,5%,6%,-2%,
Cc1ccc(S(=O)(=O)N2CCC(C(=O)N[C@H](C(=O)NCC3CCCO3)C(C)C)CC2)cc1 (stereo partly drawn),i,3%,2%,-4%,-9%,
COc1ccc(CN2C(=O)C(Cc3ccccc3)Nc3ncnc(N4CCCCC4)c32)cc1 (stereo not drawn),2.0%,10%,1%,-1%,24%,
O=C(O)c1cccc(NS(=O)(=O)c2ccc3c4c(cccc24)C(=O)N3)c1,0.2%,-6%,5%,7%,-3%,
COc1ccc(NC(=O)Cn2nnc(-c3ccc(CN4CCOCC4)cc3)n2)c(OC)c1,1.8%,9%,-5%,4%,-3%,
Cc1cc(N2CC(C(=O)Nc3nccs3)CC2=O)ccc1C(C)C (stereo not drawn),8.1%,59%,-5%,-1%,27%,
Cc1ccc(CNc2nc(N)c([N+](=O)[O-])c(NCCO)n2)cc1,5.1%,0%,9%,-23%,-2%,
O=C1C2C(C(=O)N1/N=C/c1cc([N+](=O)[O-])ccc1O)C1C=CC2C12CC2 (stereo not drawn),2.3%,41%,17%,5%,-5%,
Cc1cc(C)c2cc(CN(CC3CCCO3)C(=S)NCc3ccco3)c(=O)[nH]c2c1 (stereo not drawn),11%,37%,-2%,x,20%,
CCCn1c(N)c(N(CCOC)C(=O)/C=C/c2ccc(C(=O)OC)cc2)c(=O)[nH]c1=O,0.8%,5%,-2%,5%,0%,
SMILES,VEEV TC-83 Vero,tuberculosis growth,Salmonella PhoP GFP,influenza NS1A,M. tuberculosis HTS,others
Cc1ccccc1-c1cc(C(=O)NCc2ccc3c(c2)OCO3)nn1CC1CC(c2cccc([N+](=O)[O-])c2)=NO1 (stereo not drawn),0.9%,16%,x,0%,-3%,VEEV TC-83 Vero 10K pilot screen=1.1
COC(=O)c1ccc(C(=O)N2CCCC(N3CCN(c4ccc(F)cc4)CC3)C2)nc1 (stereo not drawn),i,39%,-7%,-4%,4%,
Cc1ccc(CO/N=C\Cc2snc(Sc3ncc(C(F)(F)F)cc3Cl)c2C#N)cc1,5.0%,45%,-19%,5%,-5%,
CCN(CCn1cccn1)Cc1nc(Cc2cccc(F)c2)no1,0.4%,9%,17%,-6%,-12%,
CCOC(=O)Cc1csc(N/C(=N/S(=O)(=O)c2ccc(Cl)cc2)c2ccccc2)n1,11%,8%,-10%,1%,-7%,
COc1ccc(CC(=O)OCC(=O)Nc2ccc(Br)cc2)cc1,0.4%,i,-7%,4%,6%,
CC1(C)CC(=O)C(C=Nc2ccc(Cl)cn2)=C(O)C1,1.0%,-5%,-5%,-5%,-1%,
COc1ccc(-c2[nH]ncc2CN(CCO)Cc2cccs2)c(F)c1,0.7%,-15%,8%,10%,-3%,
O=C(Nc1ncn[nH]1)c1cccc(F)c1,0.2%,1%,x,-3%,-6%,
O=C(CSc1nc2[nH]ncc2c(=O)[nH]1)NCc1ccccc1Cl,0.9%,0%,3%,-6%,-1%,
COc1cccc([C@@H]2CC=C(C(=O)O)[C@H](c3ccc(F)cc3)N2S(=O)(=O)c2ccc(C)cc2)c1,0.1%,21%,-5%,-14%,2%,
C[C@H]1C=C(C(=O)NCc2ccccc2)O[C@@H](OCc2ccc(CO)cc2)C1,0.9%,-8%,5%,2%,0%,
Cc1oc(-c2cccc(Cl)c2)nc1CN1CCC(C(=O)NC2CC2)CC1,1.0%,-6%,-5%,-18%,0%,
CCN1C(=O)C2(C(C#N)=C(N)Oc3c2c(C)nn3-c2ccccc2)c2ccccc21 (stereo not drawn),1.6%,68%,4%,16%,41%,
COc1ccc2oc(C(=O)OCC(=O)N(C)C3CCCCC3)c(C)c2c1,2.5%,73%,-2%,-13%,67%,
CSc1nc2c(c(=O)[nH]1)CCCC2,0.9%,x,-14%,5%,-13%,
CCn1ccc(C(=O)NC2C(=O)N3C(C(=O)O)=C(C)CSC23)n1 (stereo not drawn),0.3%,-2%,1%,0%,-3%,

# High-throughput results (PubChem)
